Bioassay records deposited in PubChem by several laboratories.
NOD2-RIPK2 inh = NOD2-RIPK2 binding disruptors in cells, primary screen, fluorescence, CHO cells, BLA complementation | inhibition, % at 4.98 µM | hit rate 0.38% among 360,000 | CCF4 ratio | Receptor-interacting serine/threonine-protein kinase 2 (Homo sapiens), O43353; in the data active means inhibition above about 21%;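 further: 0% = vehicle only and 100% = reference blocker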
NCOA1 inh = SRC1 coactivator transcriptional activity inhibitors, primary screen, cell-based, luminescence; AID 588354, 2011; inhibition, % at 3.6 µM; hit rate 0.12% among 360,000; HEK293 GAL4-SRC1 luciferase reporter; Nuclear receptor coactivator 1 (Homo sapiens), Q15788;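 active means inhibition above the campaign mean plus 3 SD, with each screening campaign given its own cutoff, cut at about 60% in these data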;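 further: 0% = DMSO treated cells and 100% = gossypol at 36 µM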
TROY signal inh = inhibitors of TROY-driven NF-kB signaling, primary screen, Q293 LMP1-TROYcd cells, NF-kB luciferase, uHTS; Q293 LMP1-TROYcd NF-kB luciferase reporter, 4 h; inhibition, % at 10 µM; hit rate 0.98% among 360,000;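 active means compounds whose plate-normalised and pattern-corrected inhibition of the luciferase reporter signal at the single screening dose is 50% or more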
TLR9-MyD88 inh = inhibitors of TLR9-MyD88 association in cells, primary screen, cell-based, CHO, BLA complementation, fluorescence. hit rate 0.21% among 340,000. CCF4 FRET ratio. inhibition, % at 4.98 µM. AID 504734, 2011;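 active means inhibition above the mean over all tested compounds plus 3 SD, cut at about 21% in these data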;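 further: 0% = DMSO only wells and 100% = clavulanate BLA inhibitor control wells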
NR2F2 inh = NR2F2 transcriptional activity inhibitors, primary screen, cell-based, luciferase reporter, HEK293T, luminescence; hit rate 0.7% among 370,000; COUP transcription factor 2 (Homo sapiens), P24468; HEK293T NGFI-A luciferase reporter; AID 686940, 2013; inhibition, % at 8.6 µM;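 active means inhibition above a per-plate cutoff, mean inhibition of test wells between control levels plus 3 SD, cut at about 38% in these data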;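 further: cells cotransfected with COUP-TFII expression vector driving the NGFI-A reporter; 0% = median of COUP-TF2 test wells and 100% = reporter-only cells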
Target sequence (P24468 whole entry, looked up): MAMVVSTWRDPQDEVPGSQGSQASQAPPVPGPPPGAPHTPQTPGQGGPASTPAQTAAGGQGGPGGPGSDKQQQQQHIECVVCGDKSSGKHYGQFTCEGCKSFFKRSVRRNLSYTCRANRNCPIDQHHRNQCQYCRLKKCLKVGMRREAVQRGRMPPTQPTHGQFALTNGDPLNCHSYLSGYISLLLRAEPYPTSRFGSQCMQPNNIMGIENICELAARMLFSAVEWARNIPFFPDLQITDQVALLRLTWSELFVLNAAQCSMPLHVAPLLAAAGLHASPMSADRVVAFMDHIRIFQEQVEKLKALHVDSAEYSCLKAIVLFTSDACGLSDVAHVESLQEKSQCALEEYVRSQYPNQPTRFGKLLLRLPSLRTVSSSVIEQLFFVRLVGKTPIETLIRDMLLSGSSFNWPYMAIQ
SRC2 inh = inhibition of GAL4-SRC2 driven luciferase reporter, primary screen, SRC2 inhibitor project, cell-based, luminescence; HEK293 GAL4-SRC2 luciferase reporter; hit rate 0.17% among 370,000; AID 651957, 2012; inhibition, % at 9 µM; Nuclear receptor coactivator 2 (Homo sapiens), Q15596;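 active means inhibition above the mean inhibition of all tested compounds plus 3 SD, set per campaign, cut at about 52% in these data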;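 further: 0% = DMSO treated cells and 100% = cells given Gossypol at 36 µM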
ABHD5-PLIN5 inh = ABHD5-PLIN5 interaction inhibitors, primary screen, cell lysate, split luciferase complementation, luminescence; hit rate 0.78% among 360,000; inhibition, % at 4 µM; Perilipin-5 (Homo sapiens) + 1-acylglycerol-3-phosphate O-acyltransferase ABHD5 (Homo …; Split G. princeps luciferase complementation, 4 h;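 active means inhibition above the mean inhibition across every tested compound plus 3 SD, cut at about 22% in these data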;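 further: 0% = DMSO only wells and the 100% control is not disclosed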
NR5A2 inv ag = LRH-1 (NR5A2) inverse agonists, primary screen, cell-based, luminescence, HEK293T, StAR-luciferase reporter; LRH-1 transfected, 24 h; inhibition, % at 3.6 µM; hit rate 0.13% among 360,000; AID 602396, 2012;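 active means inhibition above the mean inhibition of all tested compounds plus 3 SD, cut at about 73% in these data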;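 further: 0% = DMSO wells and 100% = reporter-only cells lacking LRH-1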
Target sequence (O00482 whole entry, looked up): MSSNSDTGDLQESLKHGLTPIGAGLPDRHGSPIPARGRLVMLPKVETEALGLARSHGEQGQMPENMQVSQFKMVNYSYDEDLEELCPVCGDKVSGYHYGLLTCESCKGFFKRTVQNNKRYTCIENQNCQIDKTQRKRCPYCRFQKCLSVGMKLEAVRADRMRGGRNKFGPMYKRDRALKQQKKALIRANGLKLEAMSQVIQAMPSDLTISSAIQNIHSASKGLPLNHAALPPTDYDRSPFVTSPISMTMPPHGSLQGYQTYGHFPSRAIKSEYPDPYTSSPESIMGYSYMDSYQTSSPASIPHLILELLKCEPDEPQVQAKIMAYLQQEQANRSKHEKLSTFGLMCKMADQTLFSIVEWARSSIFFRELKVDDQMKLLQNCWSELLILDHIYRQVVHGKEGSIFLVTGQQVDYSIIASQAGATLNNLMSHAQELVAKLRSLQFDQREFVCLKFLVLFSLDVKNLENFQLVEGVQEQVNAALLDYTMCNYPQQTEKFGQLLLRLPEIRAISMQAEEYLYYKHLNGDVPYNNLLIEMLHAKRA
TWEAK-Fn14 inh = inhibitors of TWEAK-Fn14 signaling, primary screen, luciferase reporter cells, uHTS; TWEAK-stimulated Fn14 reporter cells, luciferase luminescence, 8 h; inhibition, % at 10 µM; hit rate 2% among 360,000; in the data active means inhibition above about 50%
Granule exo inh = LAMP-1 surface exposure blockers, TALL-104 cells – cell-based, flow cytometry, MLPCN library, primary screen | TALL-104 LAMP-1 surface exposure; cells stimulated with thapsigargin and PMA | hit rate 0.66% among 360,000 | AID 651702, 2012 | inhibition, % at 10 µM;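 active means inhibition above about 55%, limit read from the data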
NCOA3 inh = SRC3 coactivator transcriptional activity inhibitors, primary screen, cell-based, luminescence | HEK293 GAL4-SRC3 luciferase reporter | inhibition, % at 3.6 µM | hit rate 0.17% among 360,000;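 active means inhibition above a per-campaign cutoff, the mean of all compounds plus 3 SD, cut at about 60% in these data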;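 further: 0% = DMSO-treated cells and 100% = gossypol-treated cells at 36 µM; higher means less SRC3-driven luciferase light from the GAL4 reporter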
Starred values were filed as active, the others as inactive; · = not tested or not shown. This is a subset. The share of hits here may be higher or lower than overall.

SMILES	NOD2-RIPK2 inh	NCOA1 inh	TROY signal inh	TLR9-MyD88 inh	NR2F2 inh	SRC2 inh	ABHD5-PLIN5 inh	NR5A2 inv ag	TWEAK-Fn14 inh	Granule exo inh	NCOA3 inh
COCc1[nH]nc2c1C1(CCC3(CC1)OCCO3)C(C#N)=C(N)O2	-10.5	-20.6	-13.6	3.6	5.5	12.8	-1.4	-12.4	-9.6	-2.5	-17.2
CSc1nc(-c2ccc(Cl)cc2)nn1S(=O)(=O)c1ccc(Cl)cc1	-1.6	-58.2	-40.5	-4.8	-13.0	-16.8	-6.3	-75.3	1.4	-2.2	-77.4
Cc1ccc(NC(=O)COC(=O)CCc2nc3ccccc3c(=O)[nH]2)cc1Cl	0.7	-9.7	0.2	7.0	-13.9	13.7	-0.1	-13.2	5.1	2.0	11.2
COc1ccccc1NS(=O)(=O)c1cccc(NC(=O)c2ccc3ccccc3n2)c1	6.0	-3.0	33.3	-12.9	29.4	17.6	0.5	1.0	68.8*	5.3	5.2
CCN(CC)S(=O)(=O)c1cc(NC(=O)Cn2ncc(Cl)c(Cl)c2=O)ccc1C	21.8*	-33.7	89.1*	19.3	-11.6	-33.8	8.5	0.7	97.6*	5.0	-52.9
CCN(CC)C(=O)CC(c1ccc(OC)cc1)c1c(O)cc(OC)cc1OC (stereo not given)	-2.5	-1.3	-0.7	-0.6	15.9	4.7	-6.8	0.6	19.8	-2.5	-4.5
c1csc(CN2CCOCC2)c1	-11.1	6.7	2.4	3.7	-28.6	7.8	9.1	4.2	9.4	-0.3	2.5
O=C(Nc1ncc2c(n1)-c1ccccc1OC2)c1ccc(Cl)cc1	1.0	1.2	-8.0	-3.8	-3.8	-18.2	-6.1	-2.7	-1.1	-8.0	-6.4
O=C1CN(C(=O)CN2C(=O)NC(c3ccccc3)(c3ccccc3)C2=O)c2ccccc2N1	-7.1	-50.2	7.9	0.1	7.5	15.9	9.4	9.7	5.1	-5.0	10.9
CSc1ccc(CNC(=O)c2c(C)noc2C)s1	1.0	2.0	23.3	1.4	4.6	-4.2	2.6	15.0	2.0	0.4	-11.3
O=C1C=C(O)CC(c2ccc(Cl)cc2)C1 (stereo not given)	-0.8	-18.4	18.3	7.8	-2.0	8.1	3.9	-15.6	1.1	-1.1	-31.6
Cc1ccccc1CNc1ncnc2cc(Cl)ccc12	-12.0	8.5	-5.3	6.0	10.0	-11.9	-9.1	14.1	6.5	-3.9	12.4
COc1cccc(-n2c(Cc3cc(=O)[nH]c(=O)[nH]3)nnc2SCC(=O)N2CCC(C)CC2)c1	-8.8	-13.0	10.8	-7.1	5.8	2.4	-3.7	1.0	5.9	1.8	-8.4
O=C(c1ccccc1)C1CCN(C(=O)c2ccco2)CC1	-5.5	-13.3	5.7	-8.9	3.6	-18.0	7.4	-3.7	5.0	-3.4	-1.4
COc1ccc(NS(=O)(=O)c2ccc3c(c2)[C@H]2C=CC[C@H]2[C@@H](c2ccc(C(=O)O)cc2)N3)cc1	8.4	5.2	15.4	-6.9	-9.6	-5.0	-16.9	-8.3	6.2	-2.1	5.6
O=C(O)CCc1nnc2n(Cc3ccc(F)cc3)c(=O)c3ccccc3n12	-5.5	9.8	-6.6	-4.8	-2.5	-5.0	14.4	19.8	7.4	-3.6	1.9
COc1cccc(/C=C/C(=O)c2ccc3c(c2)OCCO3)c1OC	-5.5	-57.1	-18.8	9.6	-14.5	-38.7	4.7	-92.5	-10.2	-5.9	-139.6
Cc1oc2c(c1C(=O)NC(Cc1c[nH]c3ccccc13)C(=O)O)CCCC2 (stereo not given)	-0.1	-6.1	37.1	-0.5	-13.6	-24.0	-2.9	-9.0	9.0	-1.0	-0.5
Cc1cccc(C(=O)N[C@H](C(=O)Nc2ccc(S(=O)(=O)NC3=NCCCCC3)cc2)C(C)C)c1	-4.8	19.3	-10.4	4.5	7.2	-3.6	-1.0	-3.4	-3.8	0.6	-6.3
Cc1cc2occ(CC(=O)NNC(=O)c3ccccc3F)c2cc1C	-3.5	-5.1	-3.3	-4.1	-6.2	9.6	-7.8	-5.8	1.9	-2.8	2.8
COc1cc(CNCc2ccccn2)ccc1OCc1ccc(Cl)cc1Cl	17.3	10.4	-16.1	3.0	3.7	-3.4	25.2*	23.9	0.6	18.2	17.4
COc1ccc(-c2cc(C(=O)Nc3ccc(C)c(C)c3)no2)cc1	0.2	-0.7	-0.4	-0.7	-10.0	-10.2	2.0	-11.7	-17.0	-1.0	-24.2
O=[N+]([O-])c1cccc(/C=N/Nc2nccnc2Cl)c1	-15.8	-111.9	-73.3	-1.4	-31.6	-37.8	7.2	-86.0	-9.8	0.2	-52.8
COc1ccccc1NC(=S)NNC(=S)Nc1ccc(OC(F)F)cc1	-0.4	-24.5	-32.0	3.4	-1.3	-42.5	-10.8	-43.2	-21.4	3.3	-9.7
Cc1cc(Br)ccc1OCc1nc(-c2cccnc2)no1	6.2	-70.0	-34.8	8.7	3.9	-11.3	2.6	17.2	-53.6	-0.5	-85.2
C[C@H](CO)N1C[C@H](C)[C@H](CN(C)C(=O)Nc2ccc(-c3cccs3)cc2)OCc2cnnn2CCCC1=O	0.2	-8.4	-4.6	-8.5	8.5	9.7	-3.3	10.0	-3.5	1.4	-18.0
CC(=O)Nc1ccc(-c2ccnc3c2CC(C)(C(=O)NCc2ccncc2)O3)cc1 (stereo not given)	-1.8	-4.5	-15.7	·	-27.9	-10.3	8.7	10.1	9.3	1.8	-1.8
COC(=O)c1ccc(OC)c(OC)c1Cl	-18.3	-16.6	-8.6	5.7	15.0	-14.2	3.9	1.5	2.0	-14.7	0.5
Cc1ccccc1C(=O)N1CCCN(C(=O)c2ccccc2C)CC1	0.1	12.9	9.0	-1.5	-18.3	-2.8	-1.7	7.9	30.6	-1.8	7.5
CCNc1nc(Oc2ccc(C(=O)OC)cc2)nc(SC)n1	18.7	-1.8	22.8	4.5	-7.9	1.2	1.5	-29.4	28.4	4.3	13.1
O=S(=O)(c1ccccc1)N1CCC(n2cnc3ccccc32)CC1	-9.6	-4.4	17.5	1.0	7.6	12.8	0.5	-5.1	12.8	-7.3	18.5
Cc1oc(/C=N/NS(=O)(=O)c2ccccc2)cc1Br	1.8	12.6	1.4	-8.3	-3.7	-2.1	1.9	-21.1	-27.9	-1.6	3.8
CC1CN(C(=O)COc2ccc3c(-c4ccccc4)cc(=O)oc3c2)CC(C)O1 (stereo not given)	-5.7	-52.9	0.6	-6.8	-7.5	3.2	-6.2	18.0	0.7	1.0	0.7
COc1ccc(CNC(=O)CN(Cc2ccccc2F)C(=O)c2csnn2)cc1	-1.5	-5.8	9.5	0.9	-0.4	-12.3	3.0	17.9	7.5	-2.8	-10.4
COc1cccc(OCc2nc(-c3cccc([N+](=O)[O-])c3)no2)c1	-5.9	-0.6	-1.5	·	-3.3	-22.8	0.1	-8.5	-11.1	-0.9	2.1
O=C(NCCCN1CCCC1=O)c1ccc(S(=O)(=O)Nc2ccccc2F)cc1	-1.9	-9.5	-9.7	8.9	-22.8	0.1	-4.4	22.9	11.3	-2.2	18.5
CC(C)(C)c1ccc(C(=O)O/N=C(\N)c2ccccn2)cc1	-6.2	89.7*	89.2*	1.2	95.5*	86.3*	-0.6	88.3*	103.1*	13.5	88.4*
Cc1ccccc1CCNC(=O)C1CC(O)CN1C(=O)Nc1ccccc1 (stereo not given)	-0.7	-1.1	3.4	-8.4	24.9	18.1	4.8	-1.8	1.9	-6.0	-20.2
CCOc1cccc(CN2CCC(n3nccc3NC(=O)c3ccc4c(c3)OCO4)CC2)c1	-3.3	13.2	17.8	-3.1	23.1	3.1	-0.7	-3.2	7.5	2.3	-12.2
O=C(c1nsnc1-c1ccccc1O)N1CCCCC1	-0.4	-4.6	-18.8	-0.9	3.2	-6.8	-0.7	-1.1	-4.8	-3.6	-12.9
Oc1[nH]c2ccccc2c1/C=N/N1CCCCC1	-2.1	-19.5	0.7	5.1	-2.9	-4.9	-20.2	9.3	24.9	0.8	2.5
COc1cc(C)c(CN2CCN(CC(=O)Nc3ccccc3C(=O)NC3CC3)CC2)cc1OC	-5.2	-7.0	9.3	-10.8	-6.3	18.3	2.6	10.7	-12.2	-1.0	5.0
CCC1CCCCN1CCCNC(=O)CN1C(=O)CSc2ccc(S(=O)(=O)N3CCOCC3)cc21 (stereo not given)	-4.2	-1.2	8.3	4.6	-10.6	4.1	-2.8	6.5	4.1	-8.2	-34.4
Cc1c(N=C(N)/N=C(\N)Nc2ccc(Br)cc2)c(=O)n(-c2ccccc2)n1C	-6.2	2.6	22.1	2.4	3.3	9.8	2.6	17.6	7.7	-20.3	18.1
O=C(CSc1n[nH]c(=O)n1Cc1ccccc1)Nc1ccc(N2CCOCC2)cc1	2.9	-0.7	-13.2	-1.3	-6.4	6.2	8.9	11.3	8.9	1.1	6.6
O=C1CSC(=S)N1N=Cc1cccc(OCc2ccccc2)c1	-15.8	-19.0	-21.8	-1.3	-2.8	-3.2	-10.2	-16.3	-21.3	-0.4	-11.7
Cc1ccc(-c2noc(CN3CCOCC3)n2)cc1	-0.6	-103.6	-13.0	1.4	-37.3	-39.0	-1.4	-67.4	-19.4	-0.9	-69.2
CCOc1ccc(CN2C(=O)CC(=O)N(S(=O)(=O)c3ccc(OCC)cc3)C2=O)cc1	0.5	-14.5	6.3	-12.3	8.8	8.8	5.1	3.2	6.7	-1.5	9.6
COc1ccccc1OCc1ccc(C(=O)N/N=C/c2ccco2)cc1	-13.5	-26.8	1.1	-1.4	-0.9	3.1	-4.5	-9.9	-20.4	-3.5	-9.2
CC(=O)OCCC(NS(=O)(=O)OCC(Cl)(Cl)Cl)c1ccccc1 (stereo not given)	-14.5	-13.8	2.3	-4.5	4.7	-8.3	12.3	12.0	7.7	4.8	7.7

2 entries from above in another layout:
O=C1CSC(=S)N1N=Cc1cccc(OCc2ccccc2)c1
  NOD2-RIPK2 inh = -15.8 | NCOA1 inh = -19.0 | TROY signal inh = -21.8 | TLR9-MyD88 inh = -1.3 | NR2F2 inh = -2.8 | SRC2 inh = -3.2 | ABHD5-PLIN5 inh = -10.2 | NR5A2 inv ag = -16.3 | TWEAK-Fn14 inh = -21.3 | Granule exo inh = -0.4 | NCOA3 inh = -11.7
Cc1ccc(-c2noc(CN3CCOCC3)n2)cc1
  NOD2-RIPK2 inh = -0.6 | NCOA1 inh = -103.6 | TROY signal inh = -13.0 | TLR9-MyD88 inh = 1.4 | NR2F2 inh = -37.3 | SRC2 inh = -39.0 | ABHD5-PLIN5 inh = -1.4 | NR5A2 inv ag = -67.4 | TWEAK-Fn14 inh = -19.4 | Granule exo inh = -0.9 | NCOA3 inh = -69.2
